# Screening data as filed in PubChem.
# E coli WT exp = blocks growth of wild type E. coli BW25113 | OD600 absorbance | growth inhibition, % at 100 µM | hit rate 0.15% among 98,000 | AID 710;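 active means growth inhibition above about 50% at one test dose, limit read from the data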;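 further: growth measured after 20 h incubation at 37 °C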
# PLAP act = human PLAP activation; purified PLAP enzyme, luminescent substrate read-out; hits give high values; P05187; hit rate 1.2% among 96,000; AID 696; activation fold at 20 µM; in the data active means activation fold above about 2
# Mac1 fbg inh = inhibitors of human CD11b/CD18 binding to fibrinogen | P05107+P11215 | K562 CD11b/CD18 adhesion to fibrinogen, ATPlite luminescence; Mn2+ added to activate the integrin | inhibition, % at 10 µM | hit rate 0.54% among 93,000 | AID 1497;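 active means primary inhibition of 50% or more at 10 µM, then 40% or more on retest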; further: some results filed as inactive read as strong as hits
# Target sequence (P05107 whole entry, looked up, other chains not shown): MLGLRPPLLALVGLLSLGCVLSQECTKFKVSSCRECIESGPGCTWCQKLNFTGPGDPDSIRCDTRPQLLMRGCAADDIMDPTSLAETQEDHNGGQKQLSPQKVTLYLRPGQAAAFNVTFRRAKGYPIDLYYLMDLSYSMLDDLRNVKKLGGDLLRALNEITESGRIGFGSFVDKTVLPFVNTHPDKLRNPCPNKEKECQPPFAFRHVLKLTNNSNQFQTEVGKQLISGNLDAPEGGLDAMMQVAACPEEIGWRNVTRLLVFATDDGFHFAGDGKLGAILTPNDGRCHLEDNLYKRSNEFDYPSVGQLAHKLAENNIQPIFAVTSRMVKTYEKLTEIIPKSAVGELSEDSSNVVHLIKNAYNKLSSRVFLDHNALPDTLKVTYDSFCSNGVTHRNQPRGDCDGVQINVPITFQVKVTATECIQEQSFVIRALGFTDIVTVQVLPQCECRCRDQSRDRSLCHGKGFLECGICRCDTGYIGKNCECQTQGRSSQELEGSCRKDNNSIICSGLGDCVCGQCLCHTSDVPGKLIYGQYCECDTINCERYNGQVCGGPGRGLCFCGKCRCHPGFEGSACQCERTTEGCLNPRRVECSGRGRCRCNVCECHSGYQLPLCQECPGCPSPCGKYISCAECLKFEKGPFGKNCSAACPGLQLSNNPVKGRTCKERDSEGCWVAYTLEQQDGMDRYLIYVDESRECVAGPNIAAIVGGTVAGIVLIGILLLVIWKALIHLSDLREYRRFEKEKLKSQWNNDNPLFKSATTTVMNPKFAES
# sEH activator = increases human soluble epoxide hydrolase activity; hit rate 0.04% among 91,000; purified human sEH enzymatic activity, activator screen; activation, % at 2 µM; in the data active means activation above about 37%; further: values of inactives mirror those of a sister screen read the other way
# PostGolgi yeast = growth inhibition of a yeast mutant, post-Golgi transport screen; post-Golgi transport phenotypic cell assay; inhibition, % at 10 µM; hit rate 0.9% among 98,000;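 further: yeast cells grown in 1536-well plates; yeast grown about 18 h at 30C before absorbance read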
# S1P2 blocker = antagonists of human S1P2 receptor; O95136; cell-based S1P2 antagonist assay, inhibition at 5 uM; inhibition, % at 5 µM; hit rate 0.21% among 97,000; in the data active means inhibition above about 45%;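 further: CRE beta-lactamase reporter cells expressing human S1P2 stimulated with S1P; 0% = agonist at EC80 alone and 100% = agonist plus reference antagonist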
# Target sequence (O95136 whole entry, looked up): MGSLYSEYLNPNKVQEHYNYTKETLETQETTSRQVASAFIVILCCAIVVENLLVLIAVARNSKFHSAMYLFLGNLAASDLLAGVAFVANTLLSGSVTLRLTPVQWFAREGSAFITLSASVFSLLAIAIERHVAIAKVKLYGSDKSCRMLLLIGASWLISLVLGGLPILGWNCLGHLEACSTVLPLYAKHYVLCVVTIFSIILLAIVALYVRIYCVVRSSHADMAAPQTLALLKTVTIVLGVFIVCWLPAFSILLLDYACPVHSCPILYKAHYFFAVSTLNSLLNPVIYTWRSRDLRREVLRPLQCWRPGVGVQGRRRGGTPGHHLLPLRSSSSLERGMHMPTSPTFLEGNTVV
# S1P2 ag = S1P2 (human) receptor agonism. activation, % at 4.5 µM. S1P2-expressing cell line, agonist reporter read-out. hit rate 0.46% among 97,000; in the data active means activation above about 16%;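 further: 0% = vehicle low control and 100% = maximal reference agonist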
# PostGolgi ctrl = growth of the yeast control strain, post-Golgi counter-screen. efflux-deficient yeast background strain, growth absorbance A615, 16 h. inhibition, % at 10 µM. hit rate 5% among 98,000
# sEH inhibitor = soluble epoxide hydrolase (human) inhibition; P34913; AID 707; recombinant human sEH enzymatic activity assay; hit rate 0.34% among 91,000; inhibition, % at 2 µM; in the data active means inhibition above about 80%; further: values of inactives mirror those of a sister screen read the other way; many of its hits are not listed in these tables
# Numbers without * were called inactive; x = no result given. Unless noted, no stated cut-off is given here; in the data, active means inhibition above about 30%; inactive means the rest. An excerpt; count on the stated rates, not on these rows.
# Start of the listing, in advance (9 entries):
smiles | E coli WT exp | PLAP act | Mac1 fbg inh | sEH activator | PostGolgi yeast | S1P2 blocker | S1P2 ag | PostGolgi ctrl | sEH inhibitor
CN1CCN(CC(=O)Nc2ccc(Cl)cc2C(=O)c2ccccc2)CC1 | 11 | 1.5 | -6 | 6 | 2 | -8 | -4 | 7 | -2
O=P(Nc1ccccc1Cl)(c1ccccc1)c1nc2c(s1)CCCC2 (centres undefined) | 10 | 1.1 | x | 9 | 8 | 15 | -5 | 33* | -6
Cc1nnc(SCc2nc3ccccc3c(=O)n2-c2ccccc2Cl)n1N | -6 | 1 | -14 | 6 | -1 | -7 | -1 | 10 | -1
O=C(COc1ccc(Cl)cc1)N1CCN(C/C=C/c2ccccc2)CC1 | 3 | 1.5 | 11 | 2 | 24 | -26 | -3 | 28 | -1
CNC(=O)ON(C(=O)NC)C1N(C)C(=S)SC1(C)C (centres undefined) | 4 | 0.8 | -17 | -6 | 11 | -3 | -9 | 1 | 6
COc1cccc(-n2c(C)nc3ccccc3c2=O)c1 | 6 | 1.1 | -2 | 6 | 5 | -18 | -6 | 5 | -2
OCC1(CO)COC(c2cccnc2)N1 (centres undefined) | -3 | 0.9 | -4 | 7 | 3 | 6 | -2 | 3 | -8
CN(C)CCN=Cc1c(O)n(C2CCCCCC2)c(=O)[nH]c1=O | -2 | 1.6 | -2 | -16 | 0 | 0 | -7 | 9 | 14
C[C@H]1CCCC(=O)CCC/C=C/c2cc(O)cc(O)c2C(=O)O1 | 9 | 1.2 | -5 | -6 | -1 | -23 | -3 | 19 | 8

# The whole of this part, from the first entry:
smiles | E coli WT exp | PLAP act | Mac1 fbg inh | sEH activator | PostGolgi yeast | S1P2 blocker | S1P2 ag | PostGolgi ctrl | sEH inhibitor
CN1CCN(CC(=O)Nc2ccc(Cl)cc2C(=O)c2ccccc2)CC1 | 11 | 1.5 | -6 | 6 | 2 | -8 | -4 | 7 | -2
O=P(Nc1ccccc1Cl)(c1ccccc1)c1nc2c(s1)CCCC2 (centres undefined) | 10 | 1.1 | x | 9 | 8 | 15 | -5 | 33* | -6
Cc1nnc(SCc2nc3ccccc3c(=O)n2-c2ccccc2Cl)n1N | -6 | 1 | -14 | 6 | -1 | -7 | -1 | 10 | -1
O=C(COc1ccc(Cl)cc1)N1CCN(C/C=C/c2ccccc2)CC1 | 3 | 1.5 | 11 | 2 | 24 | -26 | -3 | 28 | -1
CNC(=O)ON(C(=O)NC)C1N(C)C(=S)SC1(C)C (centres undefined) | 4 | 0.8 | -17 | -6 | 11 | -3 | -9 | 1 | 6
COc1cccc(-n2c(C)nc3ccccc3c2=O)c1 | 6 | 1.1 | -2 | 6 | 5 | -18 | -6 | 5 | -2
OCC1(CO)COC(c2cccnc2)N1 (centres undefined) | -3 | 0.9 | -4 | 7 | 3 | 6 | -2 | 3 | -8
CN(C)CCN=Cc1c(O)n(C2CCCCCC2)c(=O)[nH]c1=O | -2 | 1.6 | -2 | -16 | 0 | 0 | -7 | 9 | 14
C[C@H]1CCCC(=O)CCC/C=C/c2cc(O)cc(O)c2C(=O)O1 | 9 | 1.2 | -5 | -6 | -1 | -23 | -3 | 19 | 8
COC(=O)C1=Nc2ccccc2/C1=C\c1c(O)n(-c2ccc(OC)cc2)c(=O)[nH]c1=O | 4 | x | x | 9 | 3 | 3 | -5 | 5 | -12
CCOC(=O)C1=C(N)Oc2ccccc2C12C(=O)N(CC(=O)OC)C(CC(=O)OC)=C2C(=O)OC (centres undefined) | 8 | 1.1 | x | 1 | -21 | -8 | -8 | 1 | 2
CCOC(=O)C1SC2(C(F)(F)F)CC1(O)c1c(C)cc(C)nc1O2 (centres undefined) | 1 | 1 | -12 | -16 | 2 | 4 | -11 | -11 | 19
CCOC(=O)c1c(C)n(Cc2ccccc2)c2ccc(OCC(O)Cn3nc(C)nc3C)cc12 (centres undefined) | -3 | 1.6 | 6 | x | -2 | x | x | 18 | x
O=c1[nH]c(=O)n(Cc2ccc(F)cc2)c(O)c1C=NCCCn1ccnc1 | 0 | 1.6 | -3 | 17 | -2 | 7 | -4 | 11 | -20
COc1ccc(CCn2c(O)c(C=NC3CC3)c(=O)[nH]c2=O)cc1OC | -11 | 1.1 | 2 | -3 | -6 | -6 | -2 | -2 | 1
CC(C)N1CCC2(CC1)NC(CO)(CO)CO2 | 2 | 1 | -25 | 10 | 2 | -8 | -4 | 14 | -10
CCOc1ccc(N=C2SCCCN2C)cc1 | x | x | x | -9 | x | 7 | -2 | x | 12
CCOC(C(=O)OCCC[N+](C)(CC)CC)(c1ccccc1)c1ccccc1 | -6 | 1.4 | -6 | -3 | -5 | -7 | 0 | -2 | 6
O=C(COc1ccc(Cl)cc1Cl)N1CCN(C/C=C/c2ccccc2)CC1 | 4 | 1.9 | 4 | 1 | 104* | 8 | -2 | 66* | -1
Clc1ccc(-c2nc3ccc(Cl)cn3c2CN2CCOCC2)cc1 | -3 | 1.5 | -12 | 20 | -2 | -4 | -3 | 13 | -22
Cc1nc2ccccn2c1P(=S)(N1CCCCC1)N1CCCCC1 | 0 | 1.5 | -26 | 0 | 12 | -7 | -1 | 49* | -2
COc1cc(OC)cc(-n2nc(C(=O)N3CCC4(CC3)OCCO4)c3ccccc3c2=O)c1 | 0 | 1 | -15 | x | 4 | x | x | 0 | x
O=C1CC(N2CC=C(c3ccccc3)CC2)C(=O)N1c1ccc(F)cc1 (centres undefined) | 5 | 1.4 | -17 | x | 2 | x | x | 13 | x
Cc1c(N=Cc2c(O)n(Cc3ccco3)c(=O)[nH]c2=O)c(=O)n(-c2ccccc2)n1C | -4 | 1.4 | x | -6 | -2 | -4 | -1 | 4 | 6
COc1ccc(CNCC(=O)N2CCC3(CC2)OCCO3)cc1 | -3 | 0.7 | 1 | x | 0 | x | x | 6 | x
CCCC(C)C1C(C#N)=C(N)Oc2c1c(=O)oc1ccccc21 (centres undefined) | -7 | 0.9 | -7 | 16 | 6 | -1 | -2 | 36* | -17
CCN1C(=O)NC(=O)/C(=C\c2ccc(N3CCOCC3)cc2OC)C1=O | 0 | 1.1 | x | -10 | -6 | 6 | -3 | -1 | 10
CCN(c1ccc(C(O)(C(=O)OC)C(F)(F)F)cc1)S(=O)(=O)c1ccccc1 (centres undefined) | 0 | 1.3 | -7 | x | 4 | x | x | -5 | x
O=P(C(c1c[nH]c2ccccc12)N1CCOCC1)(N1CCOCC1)N1CCOCC1 (centres undefined) | 3 | 1.1 | x | -5 | -1 | 4 | -4 | -2 | 7
O=C1C2CCCN2C(c2cccnc2)N1c1cccc(Cl)c1 (centres undefined) | 9 | 1.1 | 6 | -3 | -3 | 13 | -4 | 4 | 1
CC(C)N1C(=O)CCC1C(=O)N1CCC2(CC1)OCCO2 (centres undefined) | 3 | 0.9 | 0 | -5 | 4 | 12 | -4 | 13 | 4
O=C(COc1ccc(Br)cc1)N1CCN(C2CCCC2)CC1 | 16 | 1.5 | -12 | 7 | 14 | 9 | -5 | 19 | -7
COc1ccc(CC2C(=O)N(c3ccccc3)C(=O)N(c3ccccc3)C2=O)c(OC)c1 | -3 | 1.2 | 4 | 6 | -5 | 0 | -1 | 4 | -6
CC(=O)N1CCC2(CC1)CC(=O)c1cc(OCC(=O)N3CCN(C)CC3)ccc1O2 | 1 | 1.2 | 3 | 8 | 3 | 8 | -6 | -3 | -11
Cn1c2ccccc2c2c(C(=O)N3CCC4(CC3)OCCO4)cn(C3CCCCC3)c(=O)c21 | 3 | 1.5 | -36 | 1 | 24 | -13 | 2 | 6 | 0
CCN(CC)CCNC(=O)c1c(O)c2ccccc2n(Cc2ccccc2)c1=O | 11 | 1.3 | 4 | 2 | 5 | 14 | -1 | -1 | -3
CC12CN3CC(C)(CN(C1)C3c1cccnc1)C2=O (centres undefined) | 0 | 0.9 | -12 | 14 | 16 | 7 | -9 | 6 | -13
CC1(C)CN=C(NCc2ccccc2Cl)S1 | 22 | 0.8 | -8 | 6 | 4 | 2 | 0 | 0 | -6
CC(C)C12CN3CC(C(C)C)(CN(C1)C3c1cccnc1)C2=O (centres undefined) | 9 | 1.2 | x | -5 | 2 | 3 | -6 | 4 | 7
O=P(O)(O)COc1ccccc1O | 3 | 1.3 | 3 | 2 | -4 | 16 | -4 | -6 | -4
CCCNC(=O)c1c(N)n(Cc2ccc3c(c2)OCO3)c2nc3ccccc3nc12 | 0 | 0.8 | -18 | -4 | 0 | -5 | 14 | 3 | 2
CC(=NC(C)c1ccccc1)c1c(O)[nH]c(=O)[nH]c1=O (centres undefined) | 3 | 1 | -2 | -3 | -6 | -1 | -5 | -9 | 6
CCC(=O)Nc1ccc(N2CCN(CC)CC2)c(Cl)c1 | 9 | 0.9 | x | -2 | -4 | 9 | -1 | -4 | 3
COc1cccc(OC)c1C1=NCC(=O)Nc2c1oc1ccc(Br)cc21 | 5 | 1.3 | 19 | x | -3 | x | x | 11 | x
CCCC/C(=N\O)c1c[nH]c2ccccc12 | 27 | 0.8 | 5 | -1 | 4 | -6 | -3 | 7 | 3
O=C(CCc1nc(-c2ccccc2F)no1)N1CCC2(CC1)OCCO2 | -3 | 1.3 | -11 | -2 | 2 | 6 | -4 | 6 | 5
OC(C#CCN1CCOCC1)(c1ccccc1)C1CCCC1 (centres undefined) | x | x | x | 5 | x | 5 | -6 | x | -2
O=C(Cc1ccccc1)Oc1ccccc1N1C(=O)CCC1=O | 2 | 1.1 | -14 | 1 | 0 | -24 | -3 | 0 | -1
Cc1sc2ncn(CC(=O)N3CCC4(CC3)OCCO4)c(=O)c2c1C | 4 | 1.1 | -10 | x | 7 | x | x | 6 | x
O=C(c1ccc(CS(=O)(=O)c2ccccc2)o1)N1CCC2(CC1)OCCO2 | -3 | 1.3 | 10 | -8 | 4 | 11 | -2 | 7 | 9

# Remaining list, next part.
# Below each SMILES: E coli WT exp, PLAP act, Mac1 fbg inh, sEH activator, PostGolgi yeast, S1P2 blocker, S1P2 ag, PostGolgi ctrl, sEH inhibitor
> COc1ccccc1CN1CCCCC1c1cccnc1 (centres undefined)
  -1, 1.1, 6, -11, -7, 7, -2, -3, 10
> CN(C(=O)Oc1cccc2cccnc12)c1ccccc1
  1, 1.1, 11, -10, 4, 14, -3, 1, 7
> CN(C)c1ccc(NC(=O)CN2C(=O)CN=C(c3ccccc3)c3ccccc32)cc1
  -11, 1, 6, 10, 10, 12, -4, 10, -13
> O=C1NC(=O)C(CCc2ccncc2)(C2CCCCC2)C(=O)N1
  -4, 1.1, -2, 6, -6, 27, -7, 18, -9
> COC(=O)C1CN(C#N)N(c2ccc(Cl)cc2)C12c1ccccc1-c1ccccc12 (centres undefined)
  x, x, x, -1, x, 79*, -15, x, 3
> O=c1[nH]c(=O)n(CCC2=CCCCC2)c(O)c1C=NCCN1CCNCC1
  4, 1.3, -8, -14, 0, 2, -1, 10, 14
> C=CCN1C(=O)NC(=O)/C(=C/c2cccn2C)C1=O
  -5, 1, x, -8, -8, -1, -3, 16, 6
> O=C(Cc1ccccc1)N1CCN(Cc2c[nH]c3ccccc23)CC1
  15, 1.7, -6, 12, 3, 7, -9, -5, -11
> ClCCNc1nc2ccc(Cl)cc2[nH]1
  54*, 0.8, x, 10, 7, -2, -10, 12, -10
> CC(C)c1cccc(C(C)C)c1OCCn1ccnc1
  21, 0.6, -18, -61, 26, 19, -4, 16, 60
> Cc1ccc(N2C(=O)/C(=C/c3ccc(CN(CCC#N)S(C)(=O)=O)o3)C(=O)NC2=S)cc1
  21, 1.1, x, 9, -5, -2, -8, 6, -3
> O=c1cc(C(F)(F)F)c2cc3c4c(c2o1)CCCN4CCC3
  -8, 0.9, -20, 6, 4, 36, -4, 29, -4
> CCN1CCN(S(=O)(=O)c2ccc(Cl)nc2)CC1
  2, 0.8, x, 4, -5, 1, -2, -2, -4
> CN1C(=O)C(=Cc2ccccc2Oc2ccc(Cl)c(F)c2)C(=O)N(C)C1=O
  20, 1, x, -8, 0, -18, -6, 4, 13
> COC(=O)c1ccc(CN2CCN(Cc3ccccc3)CC2)cc1
  9, 1, -15, 1, -2, 10, -9, 3, 0
> Cc1cc(C)cc(NC(=S)NC2CC3CCCC(C2)N3Cc2cccs2)c1 (centres undefined)
  -2, x, 6, -31, 1, 3, -9, 24, 34
> O=C1NC(=O)N(C2CCCCC2)C(=O)C1C1c2ccccc2C(=O)N1Cc1ccccc1 (centres undefined)
  -6, 1.3, -1, 10, 3, 9, -1, -4, -9
> CCC(=NCCCN(C)C)c1c(O)n(-c2ccc(OC)cc2)c(=O)[nH]c1=O
  5, 1, 1, 6, 5, 20, -2, -9, -6
> CCCCn1c(O)c(C(C)=NC(Cc2c[nH]c3ccccc23)C(=O)OC)c(=O)[nH]c1=O (centres undefined)
  7, 1.1, -13, 7, -6, -7, -7, 2, -6
